Bioassay records (PubChem BioAssay)
S1P3 antag: blocks the human S1P3 receptor | AID 485 | inhibition, % at 4.98 µM | 170,000 compounds, 0.27% hits | Q99500 | CHO S1P3 NFAT-BLA reporter, FRET fluorescence, antagonist mode;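 active = inhibition above the plate cutoff, the mean inhibition of test wells on that plate plus 3 SD, cut at about 28% in these data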;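 note: cells challenged with S1P at its EC80 of 0.8 µM; blue over green emission ratio from cleaved BLA substrate after 4 h stimulation; 0% = S1P-stimulated wells and 100% = unstimulated DMSO-only wells; some compounds past the cut are filed as inactive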
Target sequence (Q99500 whole entry, looked up): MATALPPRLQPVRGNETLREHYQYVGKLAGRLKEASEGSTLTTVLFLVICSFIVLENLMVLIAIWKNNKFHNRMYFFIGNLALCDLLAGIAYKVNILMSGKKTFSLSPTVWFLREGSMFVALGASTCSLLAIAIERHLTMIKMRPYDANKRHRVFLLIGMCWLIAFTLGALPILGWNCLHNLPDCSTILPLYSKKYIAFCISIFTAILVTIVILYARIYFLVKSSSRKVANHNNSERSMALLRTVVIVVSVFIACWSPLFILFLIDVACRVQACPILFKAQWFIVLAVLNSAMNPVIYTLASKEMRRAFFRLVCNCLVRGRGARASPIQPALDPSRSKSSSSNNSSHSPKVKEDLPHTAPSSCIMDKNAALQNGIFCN
The depositor's hits bear a star.

mol	S1P3 antag
COc1cc(/C=C2\CCCc3c2nc2ccccc2c3C(=O)O)cc(OC)c1O	-2
Cc1nc(C(C)N(C)Cc2nc(Cc3ccccc3F)no2)c(C)s1 (stereo not given)	6
CCN1CCN(c2cc(C)c3cc(NC(=O)c4cc(OC)cc(OC)c4)ccc3n2)CC1	-1
CCOC(=O)C(=CNc1cscc1S(=O)(=O)C(C)C)C(=O)OCC	-2
O=P(OC1CCCCC1)(OC1CCCCC1)C(Nc1ccccc1)c1cccnc1 (stereo not given)	1
O=C(O)/C=C/c1cn(-c2ccccc2)nc1-c1ccc2c(c1)OCCO2	0
Nc1ccccc1-n1cccc1	5
CCCC1=C(C(=O)OCC)C(c2cccnc2)n2nc(C)nc2N1 (stereo not given)	-20

mol	S1P3 antag
C/C(=N\NC(N)=S)c1ccc2c(c1)OCCO2	-1
O=C(Nc1ccccc1)c1cn2ccccc2n1	14
CCOc1ccc(NC(=O)CN2C(=O)/C(=C3\SC(=S)N(C4CCS(=O)(=O)C4)C3=O)c3ccccc32)cc1 (stereo not given)	-7
CCc1nnc(NC(=O)C2CCC(CNc3c(N4CCCCC4)c(=O)c3=O)CC2)s1 (stereo not given)	10
CCCCNC(=O)Nc1nnc(C(C)(C)C)s1	-9
CCCNC(=O)c1ccc(Cl)cc1Cl	5
O=C(CSc1cccc2cccnc12)N/N=C/c1ccc(F)cc1	4
NNC(=O)c1ccc(NS(=O)(=O)c2ccc(Br)cc2)cc1	-5

mol	S1P3 antag
CC1=C(C(=O)NC(C)c2ccccc2)C2(CCC(C)CC2)OC1=O (stereo not given)	-7
O=C1CC(c2ccco2)CC(O)=C1C=NCCN1CCN(C(=S)Nc2ccccc2)CC1 (stereo not given)	-10
CNC(=O)c1c(C)[nH]c(=S)c(C#N)c1-c1ccco1	-10
S=C1NCN(Cc2cccnc2)CN1	8
CCN(CC(=O)Nc1ccc(S(=O)(=O)N2CCCC2)cc1)CC(=O)Nc1cccc(OC)c1	-7
Cn1cnnc1SCc1ccccc1[N+](=O)[O-]	-2
CCOC(=O)c1ccc(NC(=O)CC2SC3=NCCN3C2=O)cc1 (stereo not given)	-6
COCCn1c(NC(=S)NC(=O)C23CC4CC(CC(C4)C2)C3)cc(=O)[nH]c1=O	1

mol	S1P3 antag
CCN(CC)c1ccc(/C=N/N2CCN(Cc3ccccc3Cl)CC2)c(O)c1	23
CC(C)n1c(NCc2ccc(Cl)cc2)nc2ccccc21	0
CC(C)COc1ccc(C(=O)N2C(=O)c3ccc(N)cc3C2=O)cc1	-12
Cc1cccc(CN2C(=O)c3ccccc3Sc3ccc(C(=O)O)cc32)c1	-3
CCCCCCn1cc(C(=O)OCC)c(=O)c2cc(F)c(F)cc21	-2
Cc1ccc(S(=O)(=O)N2CCc3ccccc3C2CC(=O)O)cc1 (stereo not given)	-19
N/C(=N\OC(=O)c1ccc(Cl)c(Cl)c1)c1cccc(CSc2ccccn2)c1	-6
N#C/C(=C\c1ccc(C(=O)O)cc1)c1nc2sc3c(c2c(=O)[nH]1)CCCC3	2

mol	S1P3 antag
Cc1ccc2nc3c(nc2c1C)C(O)=C3O	-15
S=C1NCN(Cc2ccco2)CN1CCc1ccccc1	-12
Cc1cccc(-c2n[nH]c(S(C)(=O)=O)c2C#N)c1	-6
CNC(=O)c1ccsc1NC(=O)c1ccccc1	12
Clc1ccc(-c2nnc(-c3ccccc3)c(-c3c[nH]c4ccccc34)n2)cc1	-8
Cn1c(=O)[nH]c(=O)c2c1nc(CN1CCN(c3ccccc3F)CC1)n2CCc1ccccc1	-12
Cc1nc2c(oc3ccc(Cl)cc32)c(=O)[nH]1	0
Cc1cccc(NC(=O)c2cnn3ccccc23)c1C	27

mol	S1P3 antag
CCSc1nc(NCCN(C)C)c2c3c(sc2n1)COC(C)(CC)C3 (stereo not given)	4
CCOC(=O)c1[nH]c(C(=O)O)c(OC(=O)CC)c1C	5
CC(C)(C)NC(=O)NC(=O)CN1CCN(S(=O)(=O)c2ccccc2)CC1	2
O=C(CCc1ccccc1)Nc1cccnc1Cl	-34
Cc1cc(N/N=C/c2ccccc2)nc(N)n1	-7
CN1CCc2c(sc3nc(NN)n(Cc4ccccc4)c(=O)c23)C1	-6
O=C(Nc1ccc([N+](=O)[O-])cc1Br)c1cc2ccccc2nc1Cl	-5
Cc1ccc(N=Nc2ccc(N)cc2C)c(S(N)(=O)=O)c1	-4

mol	S1P3 antag
COc1ccc(/C=N/NC(=O)CCn2nc(C)cc2C)cc1	-1
COc1ccc(/C=N/n2c(-c3ccc(C)cc3)n[nH]c2=S)cc1OC	1
O=C(Cc1ccc(Cl)cc1)Nc1ccc(CN2CCCCC2)cc1	-7
COc1cccc(C(=O)Nc2cc(=O)n(C)c(=O)n2C)c1	-36
O=C(Cn1cnc2cc([N+](=O)[O-])ccc2c1=O)Nc1ccccc1Cl	-5
Cn1cnc(S(=O)(=O)Nc2ccccc2N2CCOCC2)c1	0
COc1ccc(-c2noc(CCC(=O)NCC3CCCO3)n2)cc1 (stereo not given)	6
COc1ccc(/C=N\Nc2ncc(F)c(N3CCOCC3)n2)cc1OC	2

mol	S1P3 antag
CO/N=C1\CCCc2c(C(=O)NN)sc(SC)c21	-1
O=C(NNC(=O)c1ccc(Cl)cc1Cl)c1csc(-c2cccnc2)n1	-2
O=C1CSC(c2ccncc2)N1Cc1ccc(F)cc1 (stereo not given)	16
Cc1ccc(/C=N/N2CCN(C3c4ccccc4-c4ccccc43)CC2)o1	12
O=[N+]([O-])/C(C(Cl)=C(Cl)Cl)=C(/Sc1ccccc1)N1CCCCC1	9
C/C(CC(=O)Nc1ccccn1)=N\NC(=O)c1cnccn1	-6
CCOC(=O)Cc1nnc(Nc2ccc(C(=O)NC)cc2)c2ccccc12	11
CCc1ccc(NC(=S)Nc2ccc3[nH]c(=O)[nH]c3c2)cc1	-17

mol	S1P3 antag
CCc1ccccc1NC(=S)NCC1CCN(c2ccc(OC)cc2)C1 (stereo not given)	-7
COc1ccc(C(=O)O)nc1C	3
O=c1[nH]c(-c2ccc(O)cc2)nc2scc(-c3cccs3)c12	5
CSc1sc(-c2n[nH]c(=S)n2C)c2c1C=CCC2	7
CC(C)(C)c1cc(C(=O)NN)n(Cc2ccc(F)cc2)n1	5
CCOC(=O)c1cn2nc(Oc3ccccc3)ccc2n1	-4
CN1c2ccccc2C(=O)/C(=C\Nc2ccc(F)cc2)S1(=O)=O	-8
O=C(NCc1ccc2c(c1)CCO2)Nc1cccc(C(F)(F)F)c1	10

mol	S1P3 antag
CCCCn1c(SCC(=O)NC2CC(C)(C)NC(C)(C)C2)nc2cc(S(N)(=O)=O)ccc21	-19
Cn1c(N)c(C(=O)COC(=O)c2ccc([N+](=O)[O-])o2)c(=O)n(C)c1=O	9
CSc1cccc(NC(=S)Nc2ccc(F)cc2)c1	8
O=C(c1ccc(O)cc1)c1ccc(O)cc1O	-2
C/C(=N\OCc1nc2ccccc2c(=O)n1/N=C/c1cc(C)cc([N+](=O)[O-])c1O)c1ccccc1	7
Cc1ccc(-c2c[n+](CC(=O)Nc3nc(-c4ccccc4)cs3)c3n2CCC3)cc1	4
CC1=NNC(=O)C1C(c1ccc(Cl)cc1)C(C#N)C#N (stereo not given)	11
CC1CCN(C(=O)CSc2ccc3nnc(-c4ccc(F)cc4)n3n2)CC1	-7

mol	S1P3 antag
O=C(N/N=C/c1ccccn1)c1c[nH]c2ccccc12	3
O=C(CC1NC(=S)NC1=O)c1ccc(Cl)cc1 (stereo not given)	-2
COc1cc(C(=O)C(=O)c2cc(OC)c(O)c(OC)c2)cc(OC)c1O	-5
Cc1cccn2c(=O)c(/C=N/O)c(Nc3ccccc3F)nc12	1
COc1c(/C=N/NS(=O)(=O)c2ccc(C)cc2)c(CCN(C)C(C)=O)cc2c1OCO2	-13
Cc1ccc(-n2c(=O)c3cc4c(=O)n(-c5ccc(C)c(C)c5)c(=O)c4c(C(=O)c4ccc(C(=O)O)cc4)c3c2=O)cc1C	-6
C=CCOC(=O)C1=C(C)NC(=S)C(C#N)(CC=C)C1c1ccccc1Cl (stereo not given)	2
COC(=O)C1=C(C)NC(=S)NC1c1ccc(-c2cc(Cl)ccc2Cl)o1 (stereo not given)	-18

Brought forward from above: three compounds, followed by the next part.
mol	S1P3 antag
Cc1ccc(-n2c(=O)c3cc4c(=O)n(-c5ccc(C)c(C)c5)c(=O)c4c(C(=O)c4ccc(C(=O)O)cc4)c3c2=O)cc1C	-6
C=CCOC(=O)C1=C(C)NC(=S)C(C#N)(CC=C)C1c1ccccc1Cl (stereo not given)	2
COC(=O)C1=C(C)NC(=S)NC1c1ccc(-c2cc(Cl)ccc2Cl)o1 (stereo not given)	-18
CSc1nc2cc(S(=O)(=O)N3CCCCC3)ccc2s1	8
CC1CCc2sc(C(=O)OCC(=O)NC(N)=O)cc2C1 (stereo not given)	-7
O=C(O)/C=C/C(=O)NNc1ncnc2ccccc12	4
COc1ccc(OCCn2cnc(Cl)c2Cl)cc1	-2
Cc1ccc(C(=O)N/N=C\c2ccc(-c3ccc([N+](=O)[O-])cc3)o2)cn1	-2
CC1=NN(c2ccccc2)C(=O)/C1=C/N(C)C	-1
COc1ccc(Oc2ncccc2[N+](=O)[O-])cc1	-3
COc1ccc(CCNC(=O)c2cc3c(=O)n(C)c4ccccc4c3n2C)cc1OC	-18

mol	S1P3 antag
Clc1ccc(Nc2ncnc3c2nnn3Cc2ccccc2)cc1	2
CC1CCCCN1C(=O)CCn1c(=S)oc2ccccc21 (stereo not given)	-3
COc1ccc2c(c1)c(C(=O)N/N=C/c1cn(C)c3ccccc13)c(C)n2C	2
CC(C)C(NS(=O)(=O)c1cccc2nsnc12)C(=O)Nc1nccs1 (stereo not given)	-6
COc1ccccc1OCc1ccc(C(=O)NN)o1	4
COC(=O)c1cccc2c1NC(=O)C2=O	-4
COc1ccccc1N1CCN(/N=C/C(Cl)=C/c2ccccc2)CC1	-4
CCOc1ccc(CSCCNC(=S)Nc2ccc(OC)cc2)cc1	-13

mol	S1P3 antag
NC1=NC(=O)/C(=C\c2ccco2)S1	-2
CCn1c2ccccc2c2cc(NC(=O)COC(=O)c3cc(Cl)c(N)cc3OC)ccc21	6
CCOC(=O)CON1C(=O)C(=O)N(OCC(=O)OCC)[C@H]2CCCC[C@H]21	4
Cc1ccc2oc(Nc3nc(C)c(C)c(C)n3)nc2c1	7
Cc1cc(C(=O)N/N=C/c2ccc([N+](=O)[O-])o2)c(C)o1	-14
COc1cc(Cl)c(C)cc1NC(=O)Cn1c(NCCO)nc2ccccc21	-13
CSc1nnnn1-c1c(C)cc(C)cc1C	-31
NC(=NC(=O)c1ccccc1)N1CCN(C(c2ccccc2)c2ccccc2)CC1	21

mol	S1P3 antag
Cn1nc(OCC(=O)O)cc1C(F)(F)F	-4
Cc1cc(C)nc(/N=C(\NC(=O)C(C)(C)C)Nc2ccccc2)n1	-2
CCN(CC)c1ccc(/C=N/N2CCN(Cc3ccc(Cl)cc3)CC2)c(O)c1	0
Cc1nc(-c2nnc(SCC(=O)Nc3ccc(Cl)cc3)n2C)cs1	12
CCCCCCCc1nc2nc(C)c(Br)c(=O)n2[nH]1	-9
COc1cc(OC)cc(C(=O)NC(=S)Nc2nnn(C)n2)c1	-7
CCc1nnc(NC(=O)c2ccc3c(=O)n4c(nc3c2)CCCCC4)s1	1
COc1ccc(N2C(=O)CS/C2=N\C(=S)Nc2ccccc2)cc1	-10

mol	S1P3 antag
OCCN=C1CCCc2c1[nH]c1ccc(Cl)cc21	8
Cc1ccc(NC(=O)N2CCCCC2)cc1[N+](=O)[O-]	4
O=c1cc(-c2ccc(Cl)cc2)oc(=O)[nH]1	-7
Cc1ccc(NC(=O)Nc2nc3ccccc3s2)cc1NC(=O)Nc1nc2ccccc2s1	-5
CC(C)(C)n1cnnc1Sc1ncccc1[N+](=O)[O-]	-5
Cc1ccccc1C(=O)N1CCc2c([nH]c3ccccc23)C1C(F)(F)F (stereo not given)	7
Cc1cc(N2CCN(C(=O)c3ccco3)CC2)c2ccccc2n1	10
CCCCNC(=O)Nc1ccc(C2SCCS2)cc1	-10

mol	S1P3 antag
CCOC(=O)c1cncc(C#CCOC(=O)Nc2ccc(OC(F)(F)F)cc2)c1	3
Oc1ccccc1/C=N/NC(=S)NC1CC2CC1C1C=CCC21 (stereo not given)	-5
Cn1ncc2c(Nc3ccccc3Cl)nc(Cl)nc21	6
Cc1nc2ccccc2[nH]c1=O	-18
CCCN1C(=O)/C(=C/c2c(N3CCNC(=O)C3CC(=O)OC)nc3c(C)cccn3c2=O)SC1=S (stereo not given)	6
CC12CN3CCN(CC(C3)/C1=N/N=C/c1cccc([N+](=O)[O-])c1)C2	-2
CC(Nc1n[nH]c(=O)[nH]c1=O)C(=O)N/N=C/c1ccccc1 (stereo not given)	-6
O=C(Nc1ccc(S(=O)(=O)Nc2ncccn2)cc1)c1cccc(S(=O)(=O)N2CCOCC2)c1	0

mol	S1P3 antag
S=C(NC1CCCCC1)N1CCOCC1	-5
Nc1nnc(Cc2cccc(Br)c2)s1	-15
Cn1c(NNC(=O)/C=C/c2ccc3c(c2)OCO3)cc(=O)n(C)c1=O	-5
Cc1ccc(NC(=S)Nc2cc(C)on2)cc1	14
CCCc1cnc(N2CCN(C(=S)NC)CC2)nc1	0
O=C(Oc1c(-c2ccccc2)c(=O)n2c3c(cccc13)CC2)c1ccco1	-5
CCCC(=O)N=c1sc2c(OC)ccc(OC)c2n1C	-2

Part of the list above, with each value named:
Structure: CCCc1cnc(N2CCN(C(=S)NC)CC2)nc1
- S1P3 antag = 0

Structure: Cc1ccc(NC(=S)Nc2cc(C)on2)cc1
- S1P3 antag = 14

Structure: O=C(Oc1c(-c2ccccc2)c(=O)n2c3c(cccc13)CC2)c1ccco1
- S1P3 antag = -5

The list is partial; rates above refer to the full screens.
